Screening data (PubChem)
TRPC6 activator: mouse TRPC6 channel activation. Q61143. HEK293-TRPC6 membrane potential dye fluorescence; active compounds read high. B-score at 10 µM. 310,000 tested, 0.13% active. AID 2550;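 active = B-score of the integrated fluorescence ratio above library mean plus 3 SD, and starting fluorescence ratio within library mean plus 5 SD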;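 also: higher score means more depolarization so channel activation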
TRPC4 block: blocks the mouse TRPC4 cation channel | 300,000 tested, 0.39% active | AID 2247 | HEK293 TRPC4beta/mu-opioid, DAMGO-evoked Fluo4 calcium flux; active compounds read low | B-score at 10 µM | Q9QUQ5;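 active = B-score over 3 SD under the library average, no early fluorescence shift, positive overall ratio signal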
Target sequence (Q9QUQ5 whole entry, looked up): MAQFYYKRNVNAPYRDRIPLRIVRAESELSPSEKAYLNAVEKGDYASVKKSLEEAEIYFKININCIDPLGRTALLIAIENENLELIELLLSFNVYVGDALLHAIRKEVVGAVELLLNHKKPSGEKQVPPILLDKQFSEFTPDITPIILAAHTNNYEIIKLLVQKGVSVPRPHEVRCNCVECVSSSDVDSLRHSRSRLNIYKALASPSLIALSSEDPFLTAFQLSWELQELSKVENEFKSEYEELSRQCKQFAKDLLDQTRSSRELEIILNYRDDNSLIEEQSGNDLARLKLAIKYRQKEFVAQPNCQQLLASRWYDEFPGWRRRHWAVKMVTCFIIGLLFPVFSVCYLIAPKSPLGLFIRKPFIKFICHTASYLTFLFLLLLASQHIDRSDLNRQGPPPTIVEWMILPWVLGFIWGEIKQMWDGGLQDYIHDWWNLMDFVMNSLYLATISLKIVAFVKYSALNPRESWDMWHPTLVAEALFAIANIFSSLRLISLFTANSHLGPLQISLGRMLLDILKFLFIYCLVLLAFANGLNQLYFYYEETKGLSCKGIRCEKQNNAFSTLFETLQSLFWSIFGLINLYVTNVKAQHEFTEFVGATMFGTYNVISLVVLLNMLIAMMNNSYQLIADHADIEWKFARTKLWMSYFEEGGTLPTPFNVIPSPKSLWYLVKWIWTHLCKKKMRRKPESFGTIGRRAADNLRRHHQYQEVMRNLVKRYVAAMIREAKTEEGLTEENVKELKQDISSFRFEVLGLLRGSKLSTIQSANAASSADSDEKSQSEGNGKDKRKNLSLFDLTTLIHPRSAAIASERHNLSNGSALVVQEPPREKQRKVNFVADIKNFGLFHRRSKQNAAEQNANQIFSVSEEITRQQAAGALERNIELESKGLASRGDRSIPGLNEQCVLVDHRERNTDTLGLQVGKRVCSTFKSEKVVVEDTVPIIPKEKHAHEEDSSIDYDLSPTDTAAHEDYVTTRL
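Assay system – HEK293 line stably carrying TRPC4beta and mu-opioid receptor · Doses – single dose · Detection – Fluo4 calcium-dye fluorescence, kinetic read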
MrgX1 antag: blocks BAM8-22 activation of human MrgX1 receptor | 310,000 tested, 1.3% active | Q96LB2 | B-score at 10 µM | AID 588676 | MRGX1-HEK293 calcium flux, Fluo-4, BAM8-22 antagonism; active compounds read low;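 active = calcium-response B-score plate-corrected more than 3 library SD below zero, starting fluorescence within 5 deviations, no agonist response on first addition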;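 also: peak minus trough fluorescence over baseline after final BAM8-22 challenge near maximal dose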
TRPC6 inhibitor: inhibitors of mouse TRPC6 channel; Q61143; HEK293-TRPC6, membrane potential dye, ACh-evoked depolarization; active compounds read low; B-score at 10 µM; 310,000 tested, 1.1% active;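 active = B-score under library mean minus 3 SD, initial fluorescence not abnormally high, positive integrated signal ratio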;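 also: B-score derived from integrated fluorescence ratio over the kinetic read; more negative B-score means stronger inhibition of depolarization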
Platelet DG rel: modulates dense granule release in human platelets; human platelet-rich plasma, SFLLRN dense granule ATP release, luminescence; inhibition, %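 (compounds screened at 7.5 µM in platelet-rich plasma)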; 300,000 tested, 0.22% active;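 active = mean replicate score, as percent of positive control, at or above 50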
HIF act: HIF pathway transcriptional activation. U2OS HRE-luciferase reporter, luminescence; normalized: DMSO 0%, desferrioxamine 100%. activation, % at 7.5 µM (by protocol). 300,000 tested, 0.32% active. AID 1910;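 active = mean activation of at least 10% of the iron chelator positive control signal, with at least half of replicates also reaching 10%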
MrgX1 agonist: human MrgX1 receptor agonism, primary screen | Q96LB2 | MrgX1-HEK293 cells, Fluo-4 calcium fluorescence, agonist mode; active compounds read high | B-score at 10 µM | 310,000 tested, 0.44% active;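 active = calcium response B-score plate-corrected fluorescence ratio at least 3 library SD, with starting fluorescence B-score inside 5 SD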
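Assay system: stable human MrgX1 HEK293 cell line. Quantity: 15,000 cells per well. Schedule: cells plated overnight, dye loaded 0.5 h 37 °C, 0.5 h room temperature. Detection: Fluo-4 NW calcium-flux fluorescence, kinetic read. Read-out basis: peak-minus-minimum fluorescence over baseline, converted to B scores. Control set: positive and negative control wells on each plate.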
RGS4 pot: RGS4 potentiation or activation | HEK293 M3R/inducible RGS4, carbachol calcium flux Fluo4; active compounds read low | B-score at 10 µM | 310,000 tested, 0.92% active | AID 463111;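 active = B-score of the integrated calcium signal more than 4 SD below the library mean, with starting fluorescence not abnormally high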;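 also: negative B-score means reduced calcium response which marks RGS4 activation or potentiation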
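Material: Inducible-RGS4 HEK293 cells carrying M3 receptor; also added: carbachol at ECmax as muscarinic agonist stimulus; incubation: compound preincubation 20 min at room temperature before agonist; signal: Fluo4-AM (2 µM) calcium-flux fluorescence, kinetic read; measure: integrated calcium ratio converted to B score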
MrgX1 PAM: allosterically activates human MrgX1 receptor signaling | Q96LB2 | MrgX1-HEK293, Fluo-4 calcium flux, FDSS; active compounds read high | B-score at 10 µM | 310,000 tested, 0.63% active | AID 588675;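 active = plate-corrected calcium response at least 3 library SD above typical, normal starting fluorescence, not activating the receptor alone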;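 also: compound read alongside a low EC10 to EC30 dose of BAM8-22 agonist; peak minus trough fluorescence over baseline measured at the second addition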
SKKanGAS inh: blocks kanamycin growth of S. pyogenes SKKanGAS strain. BacTiter-Glo, 6 h. inhibition, % at 7.5 µM. 300,000 tested, 1.3% active;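 active = mean replicate score, as percent of positive control median, at least 50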;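 also: strain carries kanamycin resistance gene driven by streptokinase promoter and grows in 40 µg/ml kanamycin; loss of luminescence reflects streptokinase promoter inhibition or plain growth inhibition; 0% = median of DMSO wells and 100% = positive control at its reference dose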
RGS4 block: human RGS4 inhibition; P49798; HEK293 M3R/RGS4 inducible, Fluo-4 calcium flux; active compounds read high; triggered by carbachol at its EC20; B-score at 10 µM; 310,000 tested, 0.45% active; AID 463165;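 active = B-score, a plate-corrected calcium signal, over three deviations above library mean, with baseline fluorescence within five deviations of library mean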;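 also: RGS4 expression induced by doxycycline in cells with stable M3 receptor; B-score is computed from the integrated fluorescence ratio over baseline after carbachol; higher B-score means a larger calcium signal and so more RGS4 inhibition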
* marks the source's active call; other numbers are inactive results; i = inactive; . = not tested or not shown. The order is random; any-hit rate near 6.1%.

SMILES	TRPC6 activator	TRPC4 block	MrgX1 antag	TRPC6 inhibitor	Platelet DG rel	HIF act	MrgX1 agonist	RGS4 pot	MrgX1 PAM	SKKanGAS inh	RGS4 block
C/C(=N\NC(=O)c1cccc(Cl)c1)c1cccc(NC(=O)c2ccco2)c1	i	i	i	i	14	0.9	i	i	i	14	i
NC(=S)N/N=C/c1ccccc1OCc1cccc(Cl)c1	i	i	i	i	0	-0.2	i	i	i	11	i
O=C(c1cccs1)n1cc(C(=S)N2CCOCC2)c2ccccc21	i	i	i	i	-2	-0.3	i	i	i	3	i
CCOC(=O)c1ccccc1CN1C(=O)c2ccccc2S1(=O)=O	i	i	i	i	0	-0.9	i	i	i	17	i
COc1cc(C(C)=O)ccc1Oc1cnccn1	i	i	i	i	0	-0.3	i	i	i	3	i
COCCCNC(=S)N1CCCN(c2nc3cc(C)c(C)cc3cc2C#N)CC1	i	i	i	-5.2*	-3	-0.3	i	i	i	5	i
COC(=O)c1scc(C)c1NC(=O)CSc1ccc(Cl)cc1	i	i	i	i	3	-0.2	i	i	i	-6	i
CCCCCNC(=O)c1cccnc1SCC(=O)Nc1ccccc1OC	i	i	i	i	2	-0.4	i	i	i	-8	i
COc1ccc(C)cc1NC(=O)CSc1nnc(-c2ccccn2)n1Cc1ccco1	i	i	i	i	0	-0.3	i	i	i	-2	i
CC(C)c1cccc(C(C)C)c1OCCCCN1CCCC1	i	i	i	i	-16	-0.3	i	i	i	-3	i
CN(CCCC1CCCC1)C(=O)c1cc(COc2c(F)cccc2F)on1	i	i	i	i	7	0.1	i	i	i	15	i
Cc1cccc(CN2CCN(CC(=O)O)C2=O)c1	i	i	.	i	0	-0.3	.	i	.	-2	i
O=C1C(=O)N(CCCN2CCOCC2)C(c2ccc(F)cc2)/C1=C(\O)c1ccc2c(c1)OCCO2 (stereo not drawn)	i	i	i	i	0	0.7	i	i	i	7	i
CCC(C)NC(=O)C1=CCN(S(=O)(=O)c2ccc(C)cc2)CC1 (stereo not drawn)	i	i	i	i	2	-0.1	i	i	i	-4	i
Cc1ccc(N(CC(=O)NCc2ccco2)C(=O)CCC(=O)Nc2nccs2)c(C)c1	i	i	i	i	3	-0.7	i	i	i	-4	i
O=C(O)c1ccc(-n2cccn2)nc1	i	i	i	i	10	-0.2	i	i	i	6	i
Cn1c(-n2c(CCCN3C(=O)c4ccccc4C3=O)nc3ccccc3c2=O)nc2ccccc21	i	i	i	i	-3	1.6	i	i	i	29	i
OC(COCC1COc2ccccc2O1)CN1CCc2ccccc2C1 (stereo not drawn)	i	i	i	i	-2	-0.1	i	i	i	-3	i
Cc1ccc(OCCN2C(=O)NC3(CCc4ccccc4C3)C2=O)cc1 (stereo not drawn)	i	i	i	i	-4	-0.5	i	i	i	-7	i
O=C1Cc2ccccc2C(=O)N1CCc1ccccc1	i	i	-5.2*	i	-4	0.0	i	i	i	6	i
CCOC(=O)C(CC)Sc1ccc2nnc(CCNS(=O)(=O)c3ccccc3)n2n1 (stereo not drawn)	i	i	i	i	-14	-0.1	i	i	i	-20	i
Cc1[nH]n(C)c(=O)c1C(=O)c1c(-c2ccccc2Cl)noc1C	i	i	i	i	-4	0.6	i	i	i	0	i
C=C(C)c1cccc(C(C)(C)NC(=O)N2CCN(C/C=C/c3ccccc3)CC2)c1	i	i	i	i	0	-1.4	i	i	i	-3	i
CN(C)CCNc1cnn(-c2ccccc2)c(=O)c1Cl	i	i	i	i	-8	2.0	i	i	i	11	i
O=C(Nc1ncccn1)C1=C(O)c2ccccc2S(=O)(=O)N1Cc1ccccc1	i	i	i	i	-1	-2.8	i	i	i	0	i
CCOC(=O)CC(=O)Nc1nc2ccccc2s1	i	i	i	i	-7	-0.1	i	i	i	3	i
Cc1ccc2c(CN3CCN(S(=O)(=O)c4ccc5c(c4)OCCO5)CC3)cc(=O)oc2c1C	i	i	i	-5.6*	4	-0.3	i	i	i	4	i
Cc1ccc(-c2cc(C(=O)N3CCCC3)no2)cc1	i	i	i	i	-2	-1.2	i	i	i	-6	i
CCCCn1nc2cc(C(=O)NCCc3ccc(C)cc3)ccc2c1OCC	i	i	i	i	5	0.3	i	i	i	5	i
Cc1nc(SCC(=O)Nc2c(C)n(C)n(-c3ccccc3)c2=O)nc(C)c1C	i	i	i	i	-23	-0.3	i	i	i	1	i
O=C(CC1S/C(=N/N=C/c2cccs2)NC1=O)Nc1ccc(Cl)cc1 (stereo not drawn)	i	i	i	i	-1	0.1	i	i	i	10	i
CC(C)(C)c1ccc(C(=O)NNC(=O)c2cccc(-n3cnnn3)c2)cc1	i	i	i	i	2	0.0	i	i	i	-4	i
COC(=O)C1=C(C)N(c2ccc(OC)c(OC)c2)C(=O)/C1=C\c1cccs1	i	i	i	i	1	-0.2	i	i	i	0	i
Oc1ccc(Br)cc1-c1ccnn1-c1ccccc1	i	i	i	i	-2	-8.7	i	i	i	-2	i
COc1ccccc1NC(=O)C(C)OC(=O)Cc1n[nH]c(=O)c2ccccc12 (stereo not drawn)	i	i	i	i	3	0.2	i	i	i	-3	i
CCOC(=O)c1ccccc1NC(=O)c1ccccc1NS(C)(=O)=O	i	i	i	i	6	-0.6	i	i	i	0	i
CC1CCC2(CC1)NC(=O)N(Cc1nc(-c3ccccc3)no1)C2=O (stereo not drawn)	i	i	i	i	-1	0.2	i	i	i	2	i
CC(=O)N1CCc2cc(S(=O)(=O)NCCN3CCC(C)CC3)ccc21	i	i	i	i	.	-2.4	i	i	i	-5	i
COc1ccc(C(=O)OCC(=O)Nc2cccc(C(C)=O)c2)c(OC)c1OC	i	i	i	i	3	1.6	i	i	i	-4	i
Cc1cc(C)cc(-n2c(C)c3c(C)nnc(C)c3c2C)c1	i	i	i	-7.6*	-8	-0.2	i	i	i	9	i
O=C(NC1CC1)c1cc2c(s1)CS(=O)(=O)C2	i	i	i	i	1	0.0	i	i	i	3	i
O=C(N/N=C(\c1ccccc1)c1cccnc1)c1cccc(F)c1	i	i	i	i	-5	89*	i	i	i	95*	i
Cc1c(C(=O)NCc2cccnc2)oc2ccc(S(=O)(=O)N3CCCCCC3)cc12	i	i	i	i	-8	-1.2	i	i	i	9	i
COc1ccc(S(=O)(=O)N(C)C)cc1NC(=O)CSc1nncs1	i	i	i	i	-5	-0.7	i	i	i	-4	i
O=C(COC(=O)Cc1cccc(C(F)(F)F)c1)NC1CCS(=O)(=O)C1 (stereo not drawn)	i	i	i	i	6	-0.3	i	i	i	5	i
Cc1c(C(=O)N2CCCCCC2)c(S(=O)(=O)Nc2ccc(F)cc2)c(C)n1C	i	i	i	i	-7	0.0	i	i	i	12	i
CCCc1nnc(NC(=O)CCC(=O)NCc2ccccc2OC)s1	i	i	i	i	10	-0.5	i	i	i	2	i
CC1SCCN1S(=O)(=O)c1ccc2ccccc2c1 (stereo not drawn)	i	i	i	i	-3	-0.7	i	i	i	7	i
Clc1ccc(-c2nc(/C=N/N3CCOCC3)c3ccccn23)cc1	i	i	i	i	4	0.7	i	i	i	1	i
O=C(CSc1nc(N2CCCCC2)nc(N2CCCCC2)n1)N1CCN(c2ccccc2)CC1	i	i	.	i	-20	-0.4	.	i	.	14	i
CC1CCCCN1CCNC(=O)CC1Oc2ccccc2NC1=O (stereo not drawn)	i	i	i	i	-1	.	i	i	i	-4	i
COc1ccc(S(=O)(=O)N2CCC(C(=O)N3CCN(C)CC3)CC2)cc1OC	i	i	i	i	-11	-0.2	i	i	i	1	i
Cc1cccc(OCCOCCSc2ncccn2)c1	i	i	i	i	-14	0.4	i	i	i	4	i
O=S(=O)(NCc1cccs1)c1ccccc1Cl	i	i	i	i	-3	-0.8	i	i	i	0	i
CCOc1cc(/C=C(\C#N)C(N)=O)ccc1OS(=O)(=O)c1ccccc1	i	i	i	i	0	0.5	i	i	i	4	i
CCC(CC)C(=O)NCCNC(=O)C(CC)CC	i	i	i	i	0	-0.7	i	i	i	4	i
O=C(/C=C/c1ccco1)Nc1ccc2nn(-c3ccccc3)nc2c1	i	i	i	i	-1	.	i	i	i	5	i
O=C(Nc1nc2ccccc2[nH]1)c1ccccc1F	i	i	i	i	87*	-2.2	i	i	i	80*	i
CCC(CC)C(=O)NCc1cccnc1	i	i	i	i	4	0.2	i	i	i	0	i
CCOc1ccc(Nc2nc(Cc3nnc(SCC(N)=O)o3)cs2)cc1	i	i	i	i	8	-0.1	i	i	i	-2	i

Taken from above:
For SKKanGAS inh, CCC(C)NC(=O)C1=CCN(S(=O)(=O)c2ccc(C)cc2)CC1 (stereo not drawn) has -4
For Platelet DG rel, COc1ccc(C)cc1NC(=O)CSc1nnc(-c2ccccn2)n1Cc1ccco1 has 0
For Platelet DG rel, O=S(=O)(NCc1cccs1)c1ccccc1Cl has -3

Going on with the list.
SMILES	TRPC6 activator	TRPC4 block	MrgX1 antag	TRPC6 inhibitor	Platelet DG rel	HIF act	MrgX1 agonist	RGS4 pot	MrgX1 PAM	SKKanGAS inh	RGS4 block
NC(=O)CC(NC(=O)c1ccccc1)c1ccc(NCCN2CCOCC2)c([N+](=O)[O-])c1 (stereo not drawn)	i	i	i	i	1	-3.6	i	i	i	-2	i
COCCSc1ccccc1C(=O)Nc1ccncc1	i	i	i	i	3	0.1	i	i	i	0	i
CCn1c(SCC(=O)Nc2ccc(Cl)cc2)nc2nc3c(cc2c1=O)CCCC3	i	i	i	i	-14	-0.2	i	i	i	5	i
CCCCNC(=O)c1ccc(S(=O)(=O)c2ccc(Cl)cc2)c(NC(C)=O)c1	i	i	i	i	8	-0.4	i	i	i	-7	i
CCc1ccc(-c2cnc3nc[nH]c(=O)c3n2)cc1	i	i	i	i	.	.	i	i	i	12	i
Cc1cccn2c(=O)nc(SCC(=O)N3CCC(C)CC3)nc12	i	i	i	i	24	-0.1	i	i	i	-2	i
CN1CCN(C(=O)C2=C[C@H](C(C)(C)C)C[C@H](OCCCCO)O2)CC1	i	i	i	i	-1	-0.5	i	i	i	-1	i
O=C(Cc1ccccc1)Nc1ccc(N2CCCCC2)cc1	i	i	i	i	37	1.7	i	i	i	-7	i
